CBFb RUNX1 block – inhibitors of human CBF-beta and RUNX1 interaction; 230,000 tested, under 10 active; Potency, µM (top dose mostly 59.8 µM), for inactives: at the top dose activity, negative = inhibition, hits mostly inhibitors; AlphaScreen CBFb-His/RUNX1-biotin binding, biochemical; Q01196+Q13951; also: % of control where 0% means no effect
Target sequence (Q01196 whole entry, looked up): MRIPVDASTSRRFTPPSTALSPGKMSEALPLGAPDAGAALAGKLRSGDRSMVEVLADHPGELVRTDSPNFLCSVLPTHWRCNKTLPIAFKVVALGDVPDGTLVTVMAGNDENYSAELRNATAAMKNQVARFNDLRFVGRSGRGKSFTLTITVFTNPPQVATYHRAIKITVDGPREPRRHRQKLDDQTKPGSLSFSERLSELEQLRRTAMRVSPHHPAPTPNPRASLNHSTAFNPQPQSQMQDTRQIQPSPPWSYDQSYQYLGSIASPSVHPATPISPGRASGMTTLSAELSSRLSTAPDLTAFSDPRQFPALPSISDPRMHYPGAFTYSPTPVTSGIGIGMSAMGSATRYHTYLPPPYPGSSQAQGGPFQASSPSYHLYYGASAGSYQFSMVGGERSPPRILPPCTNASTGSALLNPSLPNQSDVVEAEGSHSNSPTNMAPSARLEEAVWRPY
Target sequence (Q13951 whole entry, looked up): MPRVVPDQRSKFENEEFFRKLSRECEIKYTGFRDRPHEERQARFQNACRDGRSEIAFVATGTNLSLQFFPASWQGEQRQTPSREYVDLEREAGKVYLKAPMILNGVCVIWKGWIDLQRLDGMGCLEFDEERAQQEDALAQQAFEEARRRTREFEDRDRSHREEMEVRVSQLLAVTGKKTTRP
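Inhibition was taken as any reduction in AlphaScreen signal from the CBF-beta–RUNX1 pair (His and biotin tags, 30 nM each), measured after compound (15 min) and bead (90 min) incubations at room temperature.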
IMPase Li cell – cell-permeable IMPase inhibitors with lithium potentiation; CHO-M1 cells, IP1 TR-FRET (IP-One), carbachol + lithium; Potency, µM (doses to about 59.4 µM), without a hit: top-dose activity, negative = IMPase inhibition, actives largely listed as inhibitors; hit rate 0.35% among 210,000;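 also: IP1 builds up when IMPase is blocked and the TR-FRET signal falls; potency is read from the fitted curve at half-maximal effect; plate controls were basal vehicle for no effect and high inhibitor control for full effect; nearly all actives have a fitted effect of over 50% in size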
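IP1 accumulation measured by competitive TR-FRET in lysed CHO-M1 cells after 30 min compound exposure at 37C, with a small lithium addition to potentiate weak responses. Hill-equation AC50 from ratio and donor-channel data.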
Epigenetic reg – regulators of epigenetic silencing causing reporter derepression in mouse cells | murine LDR cells, GFP reporter derepression, 30 h | Potency, µM (titrated, usually from 53.9 µM), for inactives: at the top dose GFP activation, most hits filed as activators | hit rate 0.2% among 280,000; also: potency is read from the fitted curve at half-maximal effect; % of control where 0% means no effect; nearly all actives have a fitted effect of over 60% in size
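Murine LDR cells carrying a silenced, genomically integrated CMV-driven GFP reporter were exposed to compound for 30 hours at 37 C. After PBS washes, GFP-positive cells (20–120 um objects) were counted by laser-scanning microplate cytometry.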
Luc counter – Kinase-Glo luciferase inhibition (counter-screen); Q27757; Kinase-Glo luciferase, ATP luminescence, 8 min; Potency, µM (top dose mostly 38.3 µM), without a hit: top-dose activity change, negative = inhibition, usual class: inhibitors; hit rate 0.28% among 200,000; AID 1379; also: potency is read from the fitted curve at half-maximal effect; % is scaled to controls: 0 for no effect and ±100 for the full control effect; nearly all actives have a fitted effect of over 60% in size
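Inhibition of Kinase-Glo luciferase light generation was assessed at 10 uM ATP in pH 7.2 imidazole buffer, with luminescence measured after eight minutes at ambient temperature.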
HTT aggregate – mutant huntingtin aggregation inhibition. PC12 HttQ103-GFP aggregates, Acumen cytometry, 40 h. Potency, µM (top dose mostly 46.1 µM), for inactives: at the highest dose activity change, negative = inhibition, most hits filed as inhibitors. hit rate 1.1% among 220,000. AID 1688; also: potency is read from the fitted curve at half-maximal effect; % is scaled to controls: 0 for no effect and ±100 for the full control effect; nearly all actives have a fitted effect of over 60% in size
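PC12 cells with ecdysone-inducible HTT exon1 Q103-GFP, induced by 100 nM tebufenozide, given compounds in a concentration series. GFP aggregates (1–25 um, 6 SD above background) counted in lysates by laser-scanning cytometry, 488 nm excitation.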
NPSR antagonist – blocks cAMP signaling of the human neuropeptide S receptor; CHO-NPSR cells, cAMP TR-FRET, antagonist mode; Potency, µM (top dose mostly 38.3 µM), without a hit: top-dose activity change, negative = inhibition, actives largely listed as inhibitors; hit rate 1% among 220,000; also: potency is read from the fitted curve at half-maximal effect; % is scaled to controls: 0 for no effect and ±100 for the full control effect; nearly all actives have a fitted effect of over 50% in size; many of its hits are not listed in these tables
Target sequence (Q6W5P4 whole entry, looked up): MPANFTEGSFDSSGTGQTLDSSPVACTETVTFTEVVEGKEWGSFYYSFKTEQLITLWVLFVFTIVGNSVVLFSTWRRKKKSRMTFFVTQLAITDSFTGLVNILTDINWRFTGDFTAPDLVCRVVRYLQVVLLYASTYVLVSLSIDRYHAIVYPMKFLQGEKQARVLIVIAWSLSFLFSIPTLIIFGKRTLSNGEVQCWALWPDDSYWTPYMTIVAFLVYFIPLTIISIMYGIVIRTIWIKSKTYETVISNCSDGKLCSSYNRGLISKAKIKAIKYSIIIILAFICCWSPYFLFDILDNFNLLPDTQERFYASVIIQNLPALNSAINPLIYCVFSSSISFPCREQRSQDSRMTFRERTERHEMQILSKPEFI
LMNA splice mod – changes lamin A minigene splicing in HeLa cells | HeLa LMNA splicing GFP/RFP minigene ratio, 48 h | Potency, µM (doses to about 46.1 µM), for the others: at the highest dose ratio change, negative = inhibition, actives largely listed as inhibitors | hit rate 0.01% among 200,000; active = well fitted inhibition curve with a large enough effect in the signal ratio, with a control signal flat, not every such curve was filed as active; inconclusive = small, poorly fitted or top-dose-only effect, or effect the other way, or a change in a side signal; the % refers to the signal ratio; also: potency is read from the fitted curve at half-maximal effect; % is scaled to controls: 0 for no effect and ±100 for the full control effect
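Read-out is the ratio of GFP to DsRed2 object intensity, acquired by 488 nm laser-scanning cytometry on HeLa lamin A-EGFP minigene reporter cells. Compound incubation 48 hrs at 37 °C in Opti-MEM with 2% FBS; DMSO 0.5% final.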
* marks the source's active call; other numbers are inactive results; ? = inconclusive; / = no result given; [ ] = remark or other dose. Unless noted, calls follow the shape of the dose curve; as a rule, active = well fitted curve in the direction sought with a large enough effect; inconclusive = small, poorly fitted or top-dose-only effect, or another doubt; inactive = no such curve, though single readings can be large; an effect the other way counts as inactive or inconclusive. This is a subset; rates above refer to the full screens.

Screens by letter – A = CBFb RUNX1 block; B = IMPase Li cell; C = Epigenetic reg; D = Luc counter; E = HTT aggregate; F = NPSR antagonist; G = LMNA splice mod
CCOc1ccccc1NC(=O)CCS(=O)(=O)c1cccc2nonc12
  A: -6% | B: 14%[38.3 µM] | C: -0.1% | D: 0% | E: 5% | F: -14%[46.1 µM] | G: -2%

CC(C)C(C)NC(=O)CSc1nnc(-c2c[nH]c3ccccc23)o1 (configuration not stated)
  A: 1% | B: 1% | C: 1.1% | D: / | E: 0% | F: 1% | G: /

Cc1cccc2nc(C(F)(F)F)nc(=O)n12
  A: 0% | B: -14%[38.3 µM] | C: -1.2% | D: 1% | E: -6% | F: 3%[46.1 µM] | G: 15%

COc1ccc(-c2ccc(C#N)c(SCC(=O)NCCc3ccccc3)n2)cc1OC
  A: 5% | B: -15% | C: 0.0% | D: 0% | E: -10% | F: ? | G: -8%

FC(F)(F)c1nc2ccccc2[nH]1
  A: 1% | B: / | C: -3.7% | D: / | E: -10%[9.22 µM] | F: ? | G: /

c1ccc(Oc2cccc(NC3=NCCC3)c2)cc1
  A: -1% | B: 23%[38.3 µM] | C: 9.8% | D: 0% | E: -12% | F: 14%[7.67 µM] | G: 5%

CCOC(=O)C1=C(c2ccccc2)NC(SC)=C(C#N)C1c1cccnc1 (configuration not stated)
  A: 13% | B: 1% | C: 1.3% | D: 2% | E: 3% | F: -11% | G: 2%

Cn1c(SCC(N)=O)nnc1C1CCN(C(=O)NC2CCCCC2)CC1
  A: 7% | B: / | C: -8.2% | D: / | E: 9% | F: -7%[46.1 µM] | G: -3%

CCCCN1C(=O)N(C)C2C1N(C)C(=O)N2CCCC (configuration not stated)
  A: -4% | B: 3% | C: 1.0% | D: 4% | E: 11% | F: 14%[46.1 µM] | G: -5%

CCCN1CNc2c(c(=O)[nH]c(=S)n2-c2ccccc2Cl)C1
  A: -1% | B: -6% | C: 6.8% | D: 2% | E: -5% | F: 4% | G: /

Oc1ccccc1NCC(O)Cn1ccc2ccccc21 (configuration not stated)
  A: 0% | B: / | C: 13% | D: / | E: 23% | F: 7%[46.1 µM] | G: 10%

CC(=O)Nc1ccc(S(=O)(=O)NCC2CCC(C(=O)NC(C)c3ccc4c(c3)OCCO4)CC2)cc1 (configuration not stated)
  A: 1% | B: 6% | C: 1.2% | D: 1% | E: -14% | F: 6% | G: /

COc1ccc(CNC(=O)c2cc3c(=O)n4ccccc4nc3n(CC3CCCO3)c2=N)cc1 (configuration not stated)
  A: -3% | B: 33%[38.3 µM] | C: 3.9% | D: -2% | E: -4% | F: 3%[46.1 µM] | G: 3%

Cc1cc(C(=O)CSc2nnc(-c3ccc4c(c3)OCO4)o2)c(C)n1-c1ccc(F)cc1
  A: -8% | B: 2% | C: 1.1% | D: 3% | E: 1% | F: -10%[46.1 µM] | G: ?

COc1ccc(C2C(C(=O)N3CCCC3)c3cc(OC)c(OC)cc3C(=O)N2C)cc1 (configuration not stated)
  A: -3% | B: 31%[activator][38.3 µM] | C: -0.2% | D: 5% | E: ? | F: -11%[46.1 µM] | G: 5%

More compounds follow:
Screens by letter – A = CBFb RUNX1 block; B = IMPase Li cell; C = Epigenetic reg; D = Luc counter; E = HTT aggregate; F = NPSR antagonist; G = LMNA splice mod
Cc1ccc(-n2[nH]c(C)c(C=Nc3ccc4[nH]c(=O)[nH]c4c3)c2=O)cc1C
  A: -6% | B: 0%[38.3 µM] | C: -0.9% | D: -13% | E: 3% | F: -12%[46.1 µM] | G: 10%

CNc1cc(CSc2ccc(Cl)cc2)nc(C)n1
  A: 3% | B: 10% | C: 0.2% | D: 1% | E: -9% | F: -10% | G: 3%[9.22 µM]

CCN(C(=O)CSc1nnnn1-c1cc(C)ccc1OC)C1CCS(=O)(=O)C1 (configuration not stated)
  A: 8% | B: -5%[38.3 µM] | C: -0.7% | D: 10% | E: 2% | F: -15%[46.1 µM] | G: 1%

Cc1cccc(N2C(=O)CN=C2Nc2nc(C)cc(C)n2)c1
  A: -3% | B: 40%[activator][38.3 µM] | C: 0.0% | D: 0% | E: 22% | F: -3%[46.1 µM] | G: -10%

CCCCOc1ccc(/C(O)=C2/C(=O)C(=O)N(CCCOC)C2c2ccncc2)cc1 (configuration not stated)
  A: 8% | B: -17%[38.3 µM] | C: -1.1% | D: -1% | E: 10% | F: -5%[46.1 µM] | G: 11%

COc1cc(CNCCc2ccc(S(N)(=O)=O)cc2)ccc1OCc1ccc(Cl)cc1
  A: -2% | B: 21%[38.3 µM] | C: -2.3% | D: -2% | E: -9% | F: 11%[46.1 µM] | G: -21%

COc1ccc(C(=O)N/N=C/c2ccc(OC)c(CN3CCN(c4ccc(F)cc4)CC3)c2)cc1
  A: -3% | B: 13% | C: 0.0% | D: -2% | E: 9% | F: -9% | G: -9%

Cc1oc(-c2ccccc2Cl)nc1CN(Cc1ccccn1)C[C@@H]1CCC(=O)N1
  A: -6% | B: 8% | C: 0.2% | D: -2% | E: 6%[9.22 µM] | F: -11% | G: 3%[46 µM]

COc1ccc(-c2nnc(SCc3nnc(-c4ccccc4)o3)n2C)cc1OC
  A: 0% | B: 6%[38.3 µM] | C: 0.7% | D: -2% | E: -2%[9.22 µM] | F: -2%[46.1 µM] | G: 0%

O=C(OCCN1C(=O)c2ccccc2C1=O)C1CCN(S(=O)(=O)c2cccs2)CC1
  A: 9% | B: -5%[38.3 µM] | C: -0.7% | D: -4% | E: 11% | F: -18%[46.1 µM] | G: 6%

O=C(CSc1nc(-c2ccc(F)cc2)cs1)NC(=O)NCc1ccco1
  A: -11% | B: 3%[38.3 µM] | C: -2.8% | D: -1% | E: 1% | F: -8%[46.1 µM] | G: 3%

CSCCC(NC(=O)c1ccccc1)C(=O)NCc1ccco1 (configuration not stated)
  A: 5% | B: 24%[38.3 µM] | C: -1.1% | D: 1% | E: -8% | F: -4%[46.1 µM] | G: 1%

CC(C)CNc1c(N)c(=O)oc2ccccc12
  A: -1% | B: 31%[38.3 µM] | C: -2.9% | D: -2% | E: -15% | F: -15%[46.1 µM] | G: 2%

CN1CCN(/N=C/c2ccc(OCc3ccccc3)cc2)CC1
  A: -2% | B: / | C: 0.1% | D: / | E: 18%[9.22 µM] | F: 2% | G: /

Cc1cccc(CNc2cc(-c3ccccc3C)ncn2)c1
  A: / | B: 8% | C: 4.0% | D: -4% | E: / | F: / | G: -15%

An excerpt of these results, field by field.
O=C(CSc1nc(-c2ccc(F)cc2)cs1)NC(=O)NCc1ccco1
  CBFb RUNX1 block = -11% | IMPase Li cell = 3%[38.3 µM] | Epigenetic reg = -2.8% | Luc counter = -1% | HTT aggregate = 1% | NPSR antagonist = -8%[46.1 µM] | LMNA splice mod = 3%
CSCCC(NC(=O)c1ccccc1)C(=O)NCc1ccco1 (configuration not stated)
  CBFb RUNX1 block = 5% | IMPase Li cell = 24%[38.3 µM] | Epigenetic reg = -1.1% | Luc counter = 1% | HTT aggregate = -8% | NPSR antagonist = -4%[46.1 µM] | LMNA splice mod = 1%

Next section.
Screens by letter – A = CBFb RUNX1 block; B = IMPase Li cell; C = Epigenetic reg; D = Luc counter; E = HTT aggregate; F = NPSR antagonist; G = LMNA splice mod
CCOc1cc(NC(=O)c2ccco2)c(OCC)cc1NC(=O)CCC(=O)NCc1cccnc1
  A: 2% | B: 3%[38.3 µM] | C: -1.8% | D: 2% | E: 3% | F: -15%[46.1 µM] | G: 2%

O=C1CC(c2ccc(S(=O)(=O)NCc3ccncc3)cc2)CN1 (configuration not stated)
  A: -1% | B: 11%[38.3 µM] | C: 4.8% | D: -3% | E: -7% | F: 7%[46.1 µM] | G: -9%

CCCCNC(=O)CN(C1CCCCC1)S(C)(=O)=O
  A: 7% | B: 19%[38.3 µM] | C: 0.0% | D: -2% | E: 16% | F: -5%[46.1 µM] | G: -2%

CN(c1ncc(C(F)(F)F)cc1Cl)N1C(=O)c2cccc(N)c2C1=O
  A: 2% | B: 9% | C: 0.6% | D: 0% | E: -5% | F: -43% | G: /

CC(NC(=O)Cn1c(NCCO)nc2ccccc21)c1ccccc1 (configuration not stated)
  A: 0% | B: 25%[38.3 µM] | C: 0.0% | D: -3% | E: -7% | F: 3%[46.1 µM] | G: 7%

COc1ccc(/C=C/C(=O)c2ccc(C)c([N+](=O)[O-])c2)cc1O
  A: -1% | B: 28% | C: -1.0% | D: -1% | E: -19% | F: 12% | G: ?

CN(N=Nc1cccc([N+](=O)[O-])c1)c1cccc([N+](=O)[O-])c1
  A: -4% | B: 2% | C: -0.5% | D: -1% | E: 5% | F: -23% | G: /

O=C1OCCC1Sc1ncnc2sccc12 (configuration not stated)
  A: 5% | B: 15%[38.3 µM] | C: 0.0% | D: -1% | E: -20% | F: -10%[46.1 µM] | G: 6%

O=C(NCc1ccccc1)C1CCN(S(=O)(=O)c2cccc3cccnc23)CC1
  A: 1% | B: 22%[38.3 µM] | C: 1.5% | D: 4% | E: -6% | F: 5%[46.1 µM] | G: -10%

COc1ccc(C2(C(=O)O)CCCC2)cc1
  A: 16% | B: 27%[38.3 µM] | C: -2.0% | D: -4% | E: -20% | F: -4%[46.1 µM] | G: 6%

O=C(O)C1C2C=CC(C2)C1C(=O)N1CCc2ccccc21 (configuration not stated)
  A: ? | B: 16%[38.3 µM] | C: -1.8% | D: -3% | E: -1% | F: ? | G: 6%

O=C(c1cccc2c1-c1ccccc1C2)N1CCCCC1
  A: 23% | B: / | C: 4.1% | D: / | E: -8%[9.22 µM] | F: 1%[7.67 µM] | G: /

O=C(CCC1CCCN(C(=O)CCCc2ccccc2)C1)N1CCN(c2ccccn2)CC1 (configuration not stated)
  A: 3% | B: / | C: 0.0% | D: / | E: 14%[9.22 µM] | F: -14% | G: /

CCCc1nnc(NC(=O)CCC(=O)O)s1
  A: -3% | B: -11%[38.3 µM] | C: -4.4% | D: 2% | E: 1% | F: 9%[46.1 µM] | G: 2%

CCOC(=O)C1C(C)=C(Nc2ccc(OC)cc2)C(=O)N1c1ccc(OC)cc1 (configuration not stated)
  A: 3% | B: 9% | C: 0.9% | D: -1% | E: 12% | F: 3% | G: 7%

Looked up by compound from above:
Screens by letter – A = CBFb RUNX1 block; B = IMPase Li cell; C = Epigenetic reg; D = Luc counter; E = HTT aggregate; F = NPSR antagonist; G = LMNA splice mod
CCCc1nnc(NC(=O)CCC(=O)O)s1
  A: -3% | B: -11%[38.3 µM] | C: -4.4% | D: 2% | E: 1% | F: 9%[46.1 µM] | G: 2%

O=C1CC(c2ccc(S(=O)(=O)NCc3ccncc3)cc2)CN1 (configuration not stated)
  A: -1% | B: 11%[38.3 µM] | C: 4.8% | D: -3% | E: -7% | F: 7%[46.1 µM] | G: -9%

Compound activity as filed in PubChem BioAssay.
